Hsp70 displacement: Hsp70 inhibitors, probe displacement, primary screen, biochemical, fluorescence polarization (AID 583) | Hsp70 fluorescence polarization probe displacement, mP; higher % means a stronger effect | one-dose displacement, % at 20 µM; IC50 in µM for titrated hits | 140,000 tested, 0.06% active; in the data active means displacement above about 50%;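 further: plate controls were vehicle for no effect and reference ligand for full effect; a part of the inactive calls stands beside numbers as strong as those of hits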
MKP-3 inhibition: MKP-3 phosphatase inhibitors, primary screen, biochemical, rat enzyme, in vitro (AID 425). recombinant MKP-3 phosphatase activity, fluorescence; higher % means a stronger effect. inhibition, % at 20 µM; hits with a dose series show IC50 in µM. 110,000 tested, 0.17% active; in the data active means inhibition above about 50%;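 further: plate controls were vehicle for no effect and reference inhibitor for full effect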
Starred values were filed as active, the others as inactive; x = not tested or not shown; & = joins results of further samples.

1	Cc1cc(C)n(C(=O)Nc2ccccc2)n1
2	CC1(C)CC(=O)C(=Cc2cn(-c3ccccc3)nc2-c2ccc(Cl)cc2)C(=O)C1
3	CCOC(=O)c1ccccc1NS(=O)(=O)c1cccs1
4	CC1Cc2ccccc2N1S(=O)(=O)c1cccc2nsnc12 (stereo not given)
5	NC(=O)C1(N2CCCCC2)CCN(Cc2nc3ccccc3c(=O)[nH]2)CC1
6	COc1ccc(OC)c(-c2cn(S(=O)(=O)c3ccccc3)nc2N)c1
7	COC(=O)c1c(C)oc2ccc(OCc3cccc(F)c3)cc12
8	O=C(NC1CC1)C1CCN(c2ccc(S(=O)(=O)N3CCOCC3)cc2Cl)CC1

| Compound | 1 | 2 | 3 | 4 | 5 | 6 | 7 | 8 |
| --- | --- | --- | --- | --- | --- | --- | --- | --- |
| Hsp70 displacement | -7.9% | -4.4% | x | x | 3.5% | -1.0% | -2.2% | 0.8% |
| MKP-3 inhibition | 4% | 0% | 1% | -7% | 6% | x | 3% | 0% |

9	O=C(C1CCN(Cc2ccc(F)cc2)CC1)N(CCO)Cc1ccccc1
10	Cc1ccc(-c2c(C#N)c(N)nc3c2CCCCCC3)o1
11	Cc1ccc(S(=O)(=O)N2CCN(C(=O)c3cc(=O)[nH]c4ccccc34)CC2)c(C)c1
12	COc1ccc(NC(=O)CNCCC2=CCCCC2)cc1
13	Cc1ccc(C(C)C)c(OCC(=O)N2CCN(c3ccc([N+](=O)[O-])cc3)CC2)c1
14	CSc1ccc(Cl)c(C(=O)NCc2ccco2)c1
15	CC1(C)Cc2c(c(=S)nc(-c3ccccc3)n2CCOCCO)CO1
16	CCC(=O)n1nc(-c2cccnc2)nc1NCc1ccc(OC)cc1

| Compound | 9 | 10 | 11 | 12 | 13 | 14 | 15 | 16 |
| --- | --- | --- | --- | --- | --- | --- | --- | --- |
| Hsp70 displacement | 0.2% | 3.0%&1.0% | -7.0% | -4.9% | 6.1% | 7.7%&2.5% | 3.1% | -1.9% |
| MKP-3 inhibition | 6% | -6%&0% | 2% | -10% | 0% | -6%&-2% | 7% | 6% |

17	N#Cc1nc(Cc2cccc3ccccc23)oc1NCCN1CCCCC1
18	CCOC(=O)N1CCC(=C2c3ccc(Cl)cc3CCc3cccnc32)CC1
19	COc1ccc(S(=O)(=O)Nc2ccc([N+](=O)[O-])cc2OC)cc1
20	O=C1CC(c2ccccc2)c2ccc(O)cc2O1 (stereo not given)
21	Cc1cc(Cl)cc(Cl)c1OCCNC(C)(C)C
22	O=C(c1ccc2c(=O)n(Cc3ccc4c(c3)OCO4)c(=S)[nH]c2c1)N1CCCCC1
23	O=C(CCC(=O)N(CC(=O)NC1CCCCC1)Cc1ccco1)Nc1nccs1
24	CC(=O)Nc1cc2c(C)cc(=O)oc2cc1C

| Compound | 17 | 18 | 19 | 20 | 21 | 22 | 23 | 24 |
| --- | --- | --- | --- | --- | --- | --- | --- | --- |
| Hsp70 displacement | 2.2% | 5.5% | -6.0% | 2.6% | 0.7% | 8.0% | -1.6% | -3.3% |
| MKP-3 inhibition | -5% | -3% | -1% | x | 2% | 1% | -3% | 2% |

25	COc1ccc(CCNC(=O)c2cccc(Cl)c2)cc1
26	CC1=C(C#N)c2nc(N)c(C#N)c(C)c2/C1=C\c1ccc(C)o1
27	COc1cc(C2/C(=C(\O)c3ccc(F)cc3)C(=O)C(=O)N2c2nncs2)ccc1O (stereo not given)
28	COc1ccccc1Nc1nc(N)nc(CN(C)C2CCCCC2)n1
29	COc1ccc(Cl)cc1NC(=O)CN(c1ccc(C)cc1)S(=O)(=O)c1ccc(OC)c(OC)c1
30	CCOC(=O)c1ccc(NC(=O)CN(c2ccc(C)cc2)S(=O)(=O)c2c(C)n[nH]c2C)cc1
31	COc1ccc(OC)c(/C=N/NC(=O)c2cc[n+](CC(=O)c3ccccc3)cc2)c1
32	CC1(C)CC(=O)C2(CC3=C(CC(C)(C)CC3=O)O2)C(=O)C1

| Compound | 25 | 26 | 27 | 28 | 29 | 30 | 31 | 32 |
| --- | --- | --- | --- | --- | --- | --- | --- | --- |
| Hsp70 displacement | -1.4% | -1.3% | -2.1% | -3.7% | -0.2% | 0.6% | -1.9%&-1.3% | 0.6% |
| MKP-3 inhibition | 4% | 2% | 2% | -24% | 2% | -6% | 0% | -12% |

33	Cc1cc(NC(=O)c2ccc3c(c2)C(=O)N(C)C3=O)no1
34	O=C(NCc1ccco1)C(c1ccccc1)N(C(=O)Cc1cccs1)c1ccccc1F (stereo not given)
35	Cc1ccc2nsnc2c1NC(=O)c1cccc2ccccc12
36	Cc1ccccc1C(=O)Nc1cccc(NC(=O)Cn2cnc3c(=O)n(C)c(=O)n(C)c32)c1
37	O=C(CCc1nc2ccccc2c(=O)[nH]1)OCC(=O)N1CCN(S(=O)(=O)c2ccccc2)CC1
38	CCn1c(C)nc2c(Cl)c(O)ccc21
39	COc1ccc(C(=O)N/C(=C\c2ccc(-c3cccc([N+](=O)[O-])c3)o2)C(=O)NC(C)C)cc1
40	Cc1cccn(C(=O)c2ccc3c(c2)OCO3)c1=NC(=O)c1ccc2c(c1)OCO2

| Compound | 33 | 34 | 35 | 36 | 37 | 38 | 39 | 40 |
| --- | --- | --- | --- | --- | --- | --- | --- | --- |
| Hsp70 displacement | -3.0% | 2.1% | 2.4% | -1.1% | x | 0.6% | 4.4% | -3.3% |
| MKP-3 inhibition | x | x | -1% | 6% | 5% | -2% | 1% | 0% |

Two of the compounds above, field by field:
35	Cc1ccc2nsnc2c1NC(=O)c1cccc2ccccc12
  Hsp70 displacement = 2.4%; MKP-3 inhibition = -1%

36	Cc1ccccc1C(=O)Nc1cccc(NC(=O)Cn2cnc3c(=O)n(C)c(=O)n(C)c32)c1
  Hsp70 displacement = -1.1%; MKP-3 inhibition = 6%

(more compounds)
41	NC(=O)c1c(NC(=O)c2cc(Cl)ccc2[N+](=O)[O-])sc2c1CCCC2
42	CC(=O)C(C(C)=O)c1cc(Nc2cccc(C)c2)c2c3c(onc13)-c1ccccc1C2=O
43	C=CCOc1ccc(/C=C2\SC(=S)N(CC(=O)O)C2=O)cc1OC
44	CCOc1ccc(C(NC(=O)c2ccc(OC)cc2)c2ccc(OC)cc2)cc1 (stereo not given)
45	COc1ccc(NC(=O)c2cc([N+](=O)[O-])ccc2Cl)c(OC)c1
46	O=C(NCc1ccncc1)C(F)(F)C(F)(F)C(=O)NCc1ccncc1
47	COCCSc1ccccc1C(=O)Nc1cccnc1
48	O=C1/C(=C\c2ccc(O)cc2)SC(=S)N1c1ccc(F)cc1

| Compound | 41 | 42 | 43 | 44 | 45 | 46 | 47 | 48 |
| --- | --- | --- | --- | --- | --- | --- | --- | --- |
| Hsp70 displacement | 3.1% | 42% | -1.1% | -2.7% | 2.7% | 4.0% | -6.1% | -7.4% |
| MKP-3 inhibition | -4% | 4% | 3% | 2% | -2% | -15% | x | 1% |

Overlap with the part before: two compounds, followed by the next part.
47	COCCSc1ccccc1C(=O)Nc1cccnc1
48	O=C1/C(=C\c2ccc(O)cc2)SC(=S)N1c1ccc(F)cc1
49	O=C(c1cccc(F)c1)N1CCCC(C(=O)N2CCCC2)C1 (stereo not given)
50	CCOC(=O)c1ccccc1NC(=O)c1ccc(NC(C)=O)cc1
51	COc1ccc(C(=O)Nn2c(SCC(=O)NCc3ccco3)nc3ccccc3c2=O)cc1
52	N#CCSc1nc(-c2ccccc2)cs1
53	CCOc1ccc(C2C(C(=O)NC)=C(C)Nc3nc4ccccc4n32)cc1OC (stereo not given)
54	CCN(Cc1cc2cc(OC)ccc2[nH]c1=O)C(=O)c1ccncc1
55	CCc1ccc(N=C2N=C(N)c3ccccc32)cc1
56	Cc1noc(C)c1C(=O)NCCCN1CCCC1=O

| Compound | 47 | 48 | 49 | 50 | 51 | 52 | 53 | 54 | 55 | 56 |
| --- | --- | --- | --- | --- | --- | --- | --- | --- | --- | --- |
| Hsp70 displacement | -6.1% | -7.4% | -2.4% | 1.9% | 9.3% | 2.2% | 1.0% | -2.3% | 2.4% | 2.4% |
| MKP-3 inhibition | x | 1% | -10% | 3% | -13% | -7% | -4% | 8% | x | 0% |

57	COc1cc(N=Cc2c(O)n(-c3ccccc3F)c(=O)[nH]c2=O)cc(OC)c1OC
58	O=C(Nc1cccc(Cl)c1)N(Cc1nc2ccccc2c(=O)[nH]1)C1CCCC1
59	COc1ccc(-c2nn(-c3ccccc3)cc2C(=O)O)cc1
60	O=C(NCS(=O)(=O)c1ccccc1)c1ccccc1
61	CC(C(=O)c1ccc(Cl)cc1)[n+]1ccccc1 (stereo not given)
62	O=C(c1cccc(F)c1)N1CCc2ccccc2C1
63	CCOc1cc(OCC)cc(C(=O)Nc2ccc(C(=O)OC)cc2)c1
64	CCOC(=O)CSc1nc2sc3c(c2c(=O)n1C1CCCCC1)CCN(C)C3

| Compound | 57 | 58 | 59 | 60 | 61 | 62 | 63 | 64 |
| --- | --- | --- | --- | --- | --- | --- | --- | --- |
| Hsp70 displacement | -3.2% | -2.5% | -7.4% | -1.8%&-1.8% | 2.3% | 2.7% | 1.5% | 2.8% |
| MKP-3 inhibition | 2% | -9% | -6% | -15%&-3% | -1% | -15% | -2% | x |

65	Cc1cc(=O)oc2cc(OCC(=O)NCc3ccco3)ccc12
66	C=CCNC(=O)c1cnc2n(c1=O)CCS2
67	O=c1[nH]c2c(s1)C(c1ccccc1)C1C3CCC(C3)C1S2 (stereo not given)
68	Cc1nc(NCCc2ccccc2)c2oc3ccccc3c2n1
69	CC(Nc1ncnc2nc[nH]c12)c1ccccc1 (stereo not given)
70	Cc1onc(-c2ccccc2Cl)c1C(=O)N1CCCCC1C(=O)O (stereo not given)
71	Cc1ccc2c(C(=O)CN3CCSCC3)c(C)[nH]c2c1
72	CN(C)CCNC(=S)NC(=O)C12CCC3CC(CC(C3)C1)C2

| Compound | 65 | 66 | 67 | 68 | 69 | 70 | 71 | 72 |
| --- | --- | --- | --- | --- | --- | --- | --- | --- |
| Hsp70 displacement | -4.0% | -3.6% | x | 4.0% | x | 2.6% | -1.3% | -3.6% |
| MKP-3 inhibition | x | -10% | -3% | x | -4% | -14% | -12% | 2% |

73	CCOc1cc(C(=S)N2CCOCC2)ccc1OS(=O)(=O)c1ccc(C)cc1
74	COC(=O)c1ccccc1NC(=O)CN(C)S(=O)(=O)c1ccc(OC)cc1
75	CCCC(=O)Nc1cccc2c1CCCC2
76	CCOC(=O)N1CCC(N2C(=O)c3ccccc3C2Nc2ccc3c(c2)OCCO3)CC1 (stereo not given)
77	O=C(CN1C(=O)c2cccc3cccc1c23)N1CCN(Cc2ccc3c(c2)OCO3)CC1
78	CC1CCN(CCCCOc2ccccc2C(C)C)CC1
79	CCOC(=O)Nc1ccc(S(=O)(=O)Nc2cc(C)nc(C)n2)cc1
80	O=C(COC(=O)c1ccco1)NCc1ccco1

| Compound | 73 | 74 | 75 | 76 | 77 | 78 | 79 | 80 |
| --- | --- | --- | --- | --- | --- | --- | --- | --- |
| Hsp70 displacement | -1.6% | -3.6% | 0.1% | 0.8% | -0.5% | -2.7% | 3.8%&7.2% | -6.1% |
| MKP-3 inhibition | 4% | -4% | -4% | -1% | x | 1% | 2% | 5% |

81	O=C(NCC1(c2ccccc2)CCOCC1)c1ccc(Br)o1
82	CCOC(=O)c1sc(NC(=O)COc2cccc(C)c2C)nc1C
83	CCC1Oc2ccccc2N(CC(=O)Nc2ccccc2OC)C1=O (stereo not given)
84	COc1ccc(F)cc1S(=O)(=O)NC1CC(C)(C)NC(C)(C)C1
85	Cc1cc(NC(=O)C2CCN(S(=O)(=O)c3cccs3)CC2)no1
86	Cc1cc(NS(=O)(=O)c2ccc(Nc3nc(-c4ccccc4)cs3)cc2)no1
87	CN(C)/C=C1\N=C(c2ccc(F)cc2)OC1=O
88	Cc1cc(C(=O)CN2C(=O)C3CC=CCC3C2=O)c(C)n1-c1ccccc1 (stereo not given)

| Compound | 81 | 82 | 83 | 84 | 85 | 86 | 87 | 88 |
| --- | --- | --- | --- | --- | --- | --- | --- | --- |
| Hsp70 displacement | 0.5%&0.5% | -1.3% | 3.5% | 2.7% | 6.7% | -2.6% | 4.6% | -4.5% |
| MKP-3 inhibition | -4%&-1% | 3% | -1% | 4% | x | -3% | 0% | 2% |

7 compounds picked at random from those above:
87	CN(C)/C=C1\N=C(c2ccc(F)cc2)OC1=O
83	CCC1Oc2ccccc2N(CC(=O)Nc2ccccc2OC)C1=O (stereo not given)
88	Cc1cc(C(=O)CN2C(=O)C3CC=CCC3C2=O)c(C)n1-c1ccccc1 (stereo not given)
82	CCOC(=O)c1sc(NC(=O)COc2cccc(C)c2C)nc1C
85	Cc1cc(NC(=O)C2CCN(S(=O)(=O)c3cccs3)CC2)no1
84	COc1ccc(F)cc1S(=O)(=O)NC1CC(C)(C)NC(C)(C)C1
81	O=C(NCC1(c2ccccc2)CCOCC1)c1ccc(Br)o1

| Compound | 87 | 83 | 88 | 82 | 85 | 84 | 81 |
| --- | --- | --- | --- | --- | --- | --- | --- |
| Hsp70 displacement | 4.6% | 3.5% | -4.5% | -1.3% | 6.7% | 2.7% | 0.5%&0.5% |
| MKP-3 inhibition | 0% | -1% | 2% | 3% | x | 4% | -4%&-1% |

Further results:
89	CC1(C)Cc2ccccc2/C(=C/C(=S)Nc2ccccc2)N1
90	O=C(CSc1nnc(SCC(=O)Nc2ccc(F)cc2)s1)Nc1ccc(F)cc1
91	Cc1c2c(nc3nc4ccccc4n13)CC(C)(C)CC2=O
92	O=C(Cc1ccc(Cl)cc1)NNC(=O)c1ccco1

| Compound | 89 | 90 | 91 | 92 |
| --- | --- | --- | --- | --- |
| Hsp70 displacement | 2.7% | 4.8% | -3.2% | 0.4% |
| MKP-3 inhibition | 0% | -1% | 2% | 4% |

Whole records, looked up by structure:
Cc1c2c(nc3nc4ccccc4n13)CC(C)(C)CC2=O as listed: Hsp70 displacement = -3.2%; MKP-3 inhibition = 2%
O=C(CSc1nnc(SCC(=O)Nc2ccc(F)cc2)s1)Nc1ccc(F)cc1 as listed: Hsp70 displacement = 4.8%; MKP-3 inhibition = -1%

The list is partial (hit frequency here may not be typical).
